Source: PubChem
CD40 NFkB inh = inhibitors of CD40-induced NF-kB signaling, primary screen, BL2 cells, luciferase reporter, single point; CD40L-induced, 4 h; AID 1053188, 2014; 83,000 compounds, 0.94% hits; inhibition, % at 10 µM;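 active = mean inhibition of at least 50% with a set share of replicates also reaching that level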;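 note: 0% = neutral control wells and 100% = IKK inhibitor VII at 50 µM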
Numbers without * were called inactive; [ ] = remark or other dose. An excerpt; rates above refer to the full screens.

SMILES | CD40 NFkB inh
O=C(O)C[C@H]1C[C@H]2c3cc(NS(=O)(=O)c4ccc(F)cc4)ccc3O[C@H]2[C@@H](CO)O1 | 0[25 µM]
C[C@@H]1CN([C@@H](C)CO)C(=O)c2c(c3ccccc3n2C)-c2ccccc2CO[C@@H]1CN(C)S(=O)(=O)c1ccc(C(F)(F)F)cc1 | 5
CC(=O)N(C)C[C@H]1Oc2c(NS(C)(=O)=O)cccc2C(=O)N(C)C[C@@H]1C | -3
C[C@@H]1CCCCO[C@H](CN(C)C(=O)CCCN(C)C)[C@@H](C)CN([C@@H](C)CO)C(=O)c2cc(NC(=O)Nc3ccc4c(c3)OCO4)ccc2O1 | -22[25 µM]
CC(=O)Nc1ccc2c(c1Br)Cc1ccccc1-2 | -68
COCCCn1c2nc3ccccc3nc2c2c(=O)n(-c3ccccc3OC)cnc21 | 0
CCCc1cc(=O)n2[nH]c(C)nc2n1 | -1
COCCn1c(-c2ccsc2)nc2c1c(=O)[nH]c(=O)n2CC(C)C | 7
CS(=O)(=O)N1[C@H](C#N)[C@@H](c2ccc(C#CC3CC3)cc2)[C@@H]1CO | 3
Cc1cccc(S(=O)(=O)N(C)C[C@H]2OCc3ccccc3-c3c(n(C)c4ccccc34)C(=O)N([C@H](C)CO)C[C@H]2C)c1 | -7
COc1cc(Br)c(C(C)NC(=O)c2ccccc2)cc1OC (stereo not given) | 17
CCCCNCCCOc1cccc(Cl)c1 | 5
CN1CCN(C(=O)C[C@H]2C[C@H]3c4cc(NC(=O)NC5CCCCC5)ccc4O[C@H]3[C@H](CO)O2)CC1 | 5
CC(=O)N/C(N)=N/c1nc(=O)c2ccccc2s1 | -97
CN1CCN(C(=O)C[C@@H]2CC[C@@H]3[C@@H](COc4ccc(NC(=O)C5CCOCC5)cc4C(=O)N3C)O2)CC1 | -3[25 µM]
COc1ccc2c(c1)c(C(=O)OCCN(C)C)c(C)n2C | -3
COc1ccc2c3c(n(C)c2c1)[C@H](CO)N(C(=O)C1CCC1)CC31CCN(CC2CCCC2)CC1 | 4[25 µM]
O=C(Oc1cccc(Nc2ncnc3ccccc23)c1)c1cccnc1 | 22
C[C@H](NC(=O)C[C@H]1CC[C@@H]2[C@H](COC[C@@H](O)CN2C(=O)Nc2cccc(Cl)c2)O1)c1ccccc1 | 9[25 µM]
CCCc1c(C)[nH]c2ccccc2c1=O | 4
N#C[C@@H]1[C@H](c2ccc(-c3ccccc3F)cc2)[C@H](CO)N1C(=O)C1CCC1 | 36[25 µM]
CC(C)c1nc2cc(C(=O)N3CCN(c4cnccn4)CC3)ccc2o1 | -8
CC(C)COC(=O)NCCOC(=O)Nc1cccc(Cl)c1 | 19
O=C(OCC(=O)N1c2ccccc2Sc2ccccc21)C1CC(=O)N(Cc2ccco2)C1 (stereo not given) | 5
CCOc1ccc(-n2ccnc(SCC(=O)Nc3ccc(OC)cc3OC)c2=O)cc1 | 1
COc1ccc(-c2nc3nc(C)cc(C)n3n2)cc1 | -64
COc1ccccc1NC(=O)CCc1nc(-c2ccccc2F)no1 | -17
CCN(CC)C(=O)C1CC(c2ccc(OC)cc2)=NO1 (stereo not given) | -66
Cc1cccnc1NCC(O)COc1ccccc1 (stereo not given) | 3
CCn1cc(CN(C)S(=O)(=O)c2cccc([N+](=O)[O-])c2)cn1 | 7
CCOC(=O)c1c([N+](=O)[O-])c(C)[nH]c(=O)c1C#N | 16
CCCNC(=O)[C@@H]1[C@@H](CO)[C@@H]2Cn3c(ccc(C4=CCCC4)c3=O)[C@@H]2N1Cc1ccccc1 | -12[25 µM]
CC(C)Oc1c(Cl)cc(CNC(C)(C)CO)cc1Cl | 4
O=C(NC1CCCCCC1)C1CCN(C(=O)Cc2ccccc2)CC1 | 3
CCOC(=O)C(C#N)C(=N)C1C(=O)OC2CCCCC21 (stereo not given) | -2
CC1(c2ccccc2Cl)NC(=O)N(CC(=O)Nc2cccnc2Cl)C1=O (stereo not given) | 2
COc1ccc(NC(=O)c2cc(C)n(Cc3cccs3)c2C)cc1 | -63
C[C@@H]1CN([C@H](C)CO)C(=O)c2ccccc2-c2ccccc2CO[C@@H]1CN(C)S(=O)(=O)c1ccccc1 | 1
CC(=O)Nc1ccc(OCC(=O)N(CC(C)C)C2CCS(=O)(=O)C2)cc1 (stereo not given) | 15
O=C1CCCCc2cc(O)c(O)cc21 | -9
Cc1nc2ccccn2c(=O)c1NC(=O)COc1ccccc1 | 4
Cc1cc(C)c2c(=O)cc(C(F)(F)F)oc2n1 | 21
Cc1ccc(S(=O)(=O)N2CCC(C(=O)NCCCn3ccnc3)CC2)cc1 | 1
CC1Cc2ccccc2N1C(=O)c1cnsn1 (stereo not given) | 7
CC(C)C[C@H](NC(=O)NC(C)C)C(=O)O | 0
O=C(c1ccccc1[N+](=O)[O-])N1CC2C3C=CC(C3)C2C1 (stereo not given) | 6
COc1ccc(C2CC(c3cccc([N+](=O)[O-])c3)=NN2/C(C)=C/C(C)=O)cc1 (stereo not given) | -65
O=C(NCc1ccco1)/C(=C\C=C\c1ccccc1)NC(=O)c1ccccc1Br | 15
CC=Cc1ccc2n(c1=O)C[C@H]1[C@H](CO)[C@@H](C(=O)N(C)C)[C@@H]2N1C(=O)c1ccc(F)cc1 (mixture of isomers) | -14[25 µM]
c1ccc(CCNc2cc(-c3ccc4ccccc4c3)nc3ccnn23)nc1 | -20

(more compounds)
SMILES | CD40 NFkB inh
O=C(O)CCn1c(SCCc2ccccc2)nc2ccccc21 | -3
CN1CCN(c2ccncc2S(=O)(=O)N2CCCCC2)CC1 | 5
COCc1c(C(=O)NCCc2ccc(OC(F)F)cc2)oc2ccccc12 | -11
NS(=O)(=O)c1ccc(NC(=O)COC(=O)Cn2cnc3ccccc3c2=O)cc1 | 2
Cc1cccc(C(=O)NCC(=O)NC2CCN(Cc3ccccc3)CC2)c1 | -18
COc1cccc(C#Cc2ccc([C@@H]3[C@@H](C#N)N(C(=O)C4CCCC4)[C@@H]3CO)cc2)c1 | -27
Nc1nc(SCC(=O)N2CCN(c3ccc(F)cc3)CC2)n[nH]1 | 6
CC(=O)Nc1cccc(NC(=O)c2ccc(COc3ccccc3)cc2)c1 | -111
COc1ccc(NC(=O)CCNS(=O)(=O)c2ccc3c(c2)c(=O)n(C)c(=O)n3C)cc1 | 0
CCc1noc(C)c1C(=O)Nc1cccc(S(=O)(=O)N2CCCCCC2)c1 | -1
CC1CN(CC(O)COCc2ccc3c(c2)OCO3)CC(C)O1 (stereo not given) | 2
C[C@@H]1CN([C@@H](C)CO)C(=O)c2c(c3ccccc3n2C)-c2ccccc2CO[C@H]1CN(C)S(=O)(=O)c1cccc(C#N)c1 | 3
CCOC(=O)c1c(C)[nH]c(C)c1C(=O)COC(=O)c1cc2ccccc2cc1OC | -1
CCC(C)[C@H](NC(=O)NCCCn1ccnc1)C(=O)OC (stereo not given in full) | 6
O=C1c2nccnc2C(=O)N1Cc1ccccc1 | 13
COc1ccc(S(=O)(=O)N2C[C@@H](O)COC[C@@H]3O[C@@H](CC(=O)N[C@@H]4CCN(Cc5ccccc5)C4)CC[C@H]32)cc1 | 4[25 µM]
OCCC1CN(Cc2ccc(Oc3ncccn3)cc2)CCN1CCc1ccccc1 (stereo not given) | -19
O=C(Nc1ccc(F)cc1)N1CC(=O)N2[C@H](CO)[C@@H](c3ccc(-c4cccc(F)c4)cc3)[C@@H]2C1 | 15[25 µM]
CC(=O)Nc1c(NC(=O)CC#N)[nH]c2c(c1=O)c(=O)n(C)c(=O)n2C | 5
COc1ccccc1/C=C(/C(=O)NCCCn1ccnc1)c1ccccc1 | 4

A draw from above in order of molar mass, low to high.
SMILES | CD40 NFkB inh
O=C1c2nccnc2C(=O)N1Cc1ccccc1 | 13
CC1CN(CC(O)COCc2ccc3c(c2)OCO3)CC(C)O1 (stereo not given) | 2
CN1CCN(c2ccncc2S(=O)(=O)N2CCCCC2)CC1 | 5
O=C(O)CCn1c(SCCc2ccccc2)nc2ccccc21 | -3
Nc1nc(SCC(=O)N2CCN(c3ccc(F)cc3)CC2)n[nH]1 | 6
CC(=O)Nc1c(NC(=O)CC#N)[nH]c2c(c1=O)c(=O)n(C)c(=O)n2C | 5
CC(=O)Nc1cccc(NC(=O)c2ccc(COc3ccccc3)cc2)c1 | -111
Cc1cccc(C(=O)NCC(=O)NC2CCN(Cc3ccccc3)CC2)c1 | -18
COCc1c(C(=O)NCCc2ccc(OC(F)F)cc2)oc2ccccc12 | -11
CCOC(=O)c1c(C)[nH]c(C)c1C(=O)COC(=O)c1cc2ccccc2cc1OC | -1
COc1cccc(C#Cc2ccc([C@@H]3[C@@H](C#N)N(C(=O)C4CCCC4)[C@@H]3CO)cc2)c1 | -27
NS(=O)(=O)c1ccc(NC(=O)COC(=O)Cn2cnc3ccccc3c2=O)cc1 | 2
OCCC1CN(Cc2ccc(Oc3ncccn3)cc2)CCN1CCc1ccccc1 (stereo not given) | -19
COc1ccc(NC(=O)CCNS(=O)(=O)c2ccc3c(c2)c(=O)n(C)c(=O)n3C)cc1 | 0
O=C(Nc1ccc(F)cc1)N1CC(=O)N2[C@H](CO)[C@@H](c3ccc(-c4cccc(F)c4)cc3)[C@@H]2C1 | 15[25 µM]
COc1ccc(S(=O)(=O)N2C[C@@H](O)COC[C@@H]3O[C@@H](CC(=O)N[C@@H]4CCN(Cc5ccccc5)C4)CC[C@H]32)cc1 | 4[25 µM]
C[C@@H]1CN([C@@H](C)CO)C(=O)c2c(c3ccccc3n2C)-c2ccccc2CO[C@H]1CN(C)S(=O)(=O)c1cccc(C#N)c1 | 3

The results go on:
SMILES | CD40 NFkB inh
CCOC(=O)N1CCN(C(=O)CSc2nc(=O)n3ccccc3n2)CC1 | -2
CSc1nnc(-c2sc(-c3ccccc3)nc2C)n1C | -33
O=C(NCCC1=CCCCC1)C1CCN(S(=O)(=O)N2CCCC2)CC1 | 6
CC(C)(C)[S@@](=O)N1Cc2cc(C(=O)NC3CCCCC3)nc(-c3cccc(Br)c3)c2[C@H]1CCO | 5
CN1C(=O)c2cc(NC(=O)C3CC3)ccc2OC[C@H]2O[C@H](CC(=O)NCc3ccccc3F)CC[C@@H]21 | 2
Cc1noc(C)c1NC(=O)N(C)C[C@@H]1Oc2ccc(NC(=O)CCCN(C)C)cc2C(=O)N([C@H](C)CO)C[C@H]1C | 5[25 µM]
CC(C)NC(=O)N1[C@H](C#N)[C@@H](c2ccc(C#CC3CCCC3)cc2)[C@H]1CO | -2
Cc1cccc(NC(=O)CSCC(=O)Nc2ccccc2C(=O)NC2CC2)c1 | 1
Cc1ccc(SCCn2nc(C(=O)O)c3ccccc3c2=O)cc1 | 10
CO[C@H]1CN(C)C(=O)c2ccc(NC(=O)Nc3ccccc3F)cc2OC[C@H](C)N(CC2CC2)C[C@H]1C | 0[25 µM]
Nc1cccc(CCc2ccncc2)c1 | -1
O=C1c2ccccc2C(Nc2ccc3c(c2)OCCO3)N1Cc1ccccc1 (stereo not given) | 25
C/C=C/c1cccc(-c2nc(C(=O)NC3Cc4ccccc4C3)cc3c2[C@H](CCO)N(C(C)=O)C3)c1 | 13[25 µM]
O=C1CCC(C(=O)N2CCN(c3cnccn3)CC2)CN1CCc1ccccc1 (stereo not given) | 10
O=C(Nc1ccc2c(c1)[C@H]1C[C@@H](CC(=O)N3CCCCC3)O[C@@H](CO)[C@H]1O2)NC1CCCC1 | 7
O=C(N[C@H]1CC[C@H](CCNS(=O)(=O)c2ccc(F)cc2)O[C@H]1CO)C1CCC1 | -4[25 µM]
CCOC(=O)C1C2C=CC3(CN(c4ccc(Cl)c(F)c4)C(=O)C13)O2 (stereo not given) | 18
Cc1nn(Cc2cccc(C(=O)N3CCCC(C)C3)c2)c(C)c1[N+](=O)[O-] (stereo not given) | -2
CCc1ccc(OCC(=O)NNC(=O)c2cc(S(=O)(=O)N3CCOCC3)ccc2N2CCCC2)cc1 | -8
C[C@@H]1CN([C@@H](C)CO)C(=O)c2c(c3ccccc3n2C)-c2ccccc2CO[C@H]1CN(C)S(=O)(=O)Cc1ccccc1 | 12
CCn1c(C)c(C2=CCN(S(=O)(=O)c3ccccc3)CC2)c2ccccc21 | 0
CCCC(C)C(=O)Nc1ccncc1 (stereo not given) | 7
COC(=O)c1c(-c2ccco2)csc1NC(=O)C1CC=CCC1C(=O)O (stereo not given) | -9
COC(=O)CNC(=O)c1ccccc1 | 1
CCC(C)N(C(=O)Cn1nnc(-c2ccc(Cl)cc2)n1)C1CCS(=O)(=O)C1 (stereo not given) | -8
Cc1c(Cl)cc(C(C)C)c(O)c1CN1CCOCC1 | 10
CN(C)C(=O)c1ccc(-c2ccc3c(c2)[C@@H]2[C@@H](CCN2C(=O)C2CCCCC2)[C@@H](CO)N3C)cc1 | -4
CN1C(=O)c2cc(NC(=O)Nc3ccccc3Cl)ccc2OC[C@@H]2O[C@@H](CC(=O)NCCCN3CCOCC3)CC[C@@H]21 | -3[25 µM]
COc1ccc(C(CNC(=O)c2ccc(OCc3cscn3)cc2)N2CCCC2)cc1 (stereo not given) | 3
O=C(CCN1CCCCC1)NCC[C@@H]1CC[C@@H](NC(=O)C2CCCCC2)[C@H](CO)O1 | -4
Cc1ccc(S(=O)(=O)NC(CC(C)C)C(=O)N2CCC(C)CC2)cc1 (stereo not given) | 3
O=C1c2cccnc2C(=O)N1Cc1ccco1 | -1
COC(=O)c1c(C)c2c(C)cc3ccccn3c-2c1C(=O)OC | 23
CNC(=O)C(NC(=O)Nc1ccc(C)cc1)C(C)(C)C (stereo not given) | 7
CCN(CC)S(=O)(=O)c1cccc(NC(=O)COC(=O)c2cncc(Br)c2)c1 | 13
Cc1cccc(NC(=O)CSc2nc3ccc(N4C(=O)c5ccccc5C4=O)cc3s2)c1C | 7
COCCN1Cc2cccc(C(=O)Nc3ccc4c(c3)OCCO4)c2C1=O | 33
CCN(CC)C(C(=O)Nc1ccc(C(C)C)cc1)c1ccc2c(c1)OCO2 (stereo not given) | -69
O=C(Nc1cccc(S(=O)(=O)NC2=NCCC2)c1)c1ccccc1OC(F)F | -6
